KCNQ1 inh: human KCNQ1 channel inhibition; P51787; CHO-K1 KCNQ1, FluxOR thallium flux fluorescence; stronger effect = higher value; B-score at 10 µM; 1.3% of 310,000 active; AID 2642;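 active = compounds whose thallium flux B-score, printed positive for inhibition, exceeds three library SD while starting fluorescence stays within three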;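 also: channel opened by potassium depolarization with thallium stimulus after 20 min compound exposure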
RGS4 inh: human RGS4 inhibition; P49798; HEK293 M3R/RGS4 inducible, Fluo-4 calcium flux; stronger effect = higher value; triggered by carbachol at its EC20; B-score at 10 µM; 0.45% of 310,000 active;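 active = B-score, a plate-corrected calcium signal, over three deviations above library mean, with baseline fluorescence within five deviations of library mean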;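 also: RGS4 expression induced by doxycycline in cells with stable M3 receptor; B-score is computed from the integrated fluorescence ratio over baseline after carbachol; higher B-score means a larger calcium signal and so more RGS4 inhibition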
Target sequence (P49798 whole entry, looked up): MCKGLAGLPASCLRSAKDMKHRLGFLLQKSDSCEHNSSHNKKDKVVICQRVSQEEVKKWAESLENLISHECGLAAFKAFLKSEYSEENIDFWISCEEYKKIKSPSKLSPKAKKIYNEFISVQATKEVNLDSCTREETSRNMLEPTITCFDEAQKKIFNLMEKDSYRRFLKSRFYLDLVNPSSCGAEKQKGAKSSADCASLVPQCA
PolyA inhibitor: blocks polyadenylation in yeast reporter cells; S. cerevisiae SKY197-pL101 polyadenylation reporter, beta-gal luminescence; efflux-impaired pdr1/pdr3 knockout yeast; score 100 = 6 SD above DMSO; 0.02% of 300,000 active; calls only at 12 µM;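 active = lowest replicate activity score at least 50, where 100 means six control SD above control mean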;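 also: yeast exposed to compound for 9 h at 30 °C; higher score means more reporter readthrough which indicates perturbed polyadenylation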
GSK3 alpha inh: blocks human GSK-3 alpha kinase; P49840; ADP-Glo luminescence, 60 min; inhibition, % at 10 µM; 0.1% of 320,000 active; AID 2650;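 in the data active = inhibition above about 50%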;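 also: GST-tagged GSK-3 alpha with peptide substrate and 25 µM ATP; 0% = DMSO neutral wells and 100% = GW8510 positive control wells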
RGS4 pot: RGS4 potentiation or activation | HEK293 M3R/inducible RGS4, carbachol calcium flux Fluo4; stronger effect = lower value | B-score at 10 µM | 0.92% of 310,000 active;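 active = B-score of the integrated calcium signal more than 4 SD below the library mean, with starting fluorescence not abnormally high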;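 also: negative B-score means reduced calcium response which marks RGS4 activation or potentiation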
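Assay system: HEK293 FlpIn-TREx cells, stable M3R, doxycycline-inducible RGS4 / Probe or stimulus: carbachol, ECmax concentration / Times: overnight RGS4 induction, 30 min dye load 37 °C, 20 min compound RT / Signal: kinetic calcium fluorescence imaging with Fluo4-AM dye, 2 µM / Measure: Agonist-evoked peak-minus-minimum fluorescence over baseline, integrated ratio, B score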
KCNK9 inh: blocks the human KCNK9 two-pore domain potassium channel; Q9NPC2; HEK293 KCNK9, FluxOR thallium flux fluorescence; stronger effect = lower value; 1.2% of 310,000 active; B-score at 10 µM;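 active = ratio B-score over 3 SD below the library mean, with starting fluorescence within 5 SD of its mean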;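 also: negative B-score means less thallium flux so channel inhibition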
hERG rescue: compounds protecting human hERG from proarrhythmic drug block; Q12809; activation (rescue from dofetilide block), less the hit threshold, % at 10 µM; AID 1511; 0.51% of 310,000 active; CHO-hERG, FluxOR thallium flux, dofetilide IC70 present;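 active = activation above the mean of controls blocked by dofetilide plus 5 SD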;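 also: thallium influx through hERG after potassium depolarization seen as dye fluorescence rise; in these data hits start at about 4.7%; inactives centre near -7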
KCNK3 block: human KCNK3 channel inhibition, primary screen; 0.84% of 340,000 active; B-score at 10 µM; O14649; CHO-KCNK3 thallium flux, FluxOR fluorescence; stronger effect = lower value; AID 602410;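 active = B-score under library mean minus 4 SD, starting fluorescence ratio at most library mean plus 5 SD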;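 also: more negative B-score means stronger inhibition of thallium flux through KCNK3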
Target sequence (O14649 whole entry, looked up): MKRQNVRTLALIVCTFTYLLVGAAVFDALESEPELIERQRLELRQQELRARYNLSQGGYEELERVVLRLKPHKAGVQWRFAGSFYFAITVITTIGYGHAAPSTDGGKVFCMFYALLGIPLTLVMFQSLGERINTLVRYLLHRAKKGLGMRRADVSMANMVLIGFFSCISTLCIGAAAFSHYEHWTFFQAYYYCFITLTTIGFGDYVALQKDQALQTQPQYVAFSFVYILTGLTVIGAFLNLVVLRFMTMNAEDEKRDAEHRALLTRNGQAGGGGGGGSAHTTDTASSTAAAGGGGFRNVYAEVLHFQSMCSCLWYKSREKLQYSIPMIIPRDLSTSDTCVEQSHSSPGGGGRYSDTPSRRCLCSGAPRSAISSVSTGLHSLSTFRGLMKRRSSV
GSK3B inh: blocks human GSK3beta kinase activity | GST-GSK3beta kinase, ADP-Glo luminescence, 60 min; stronger effect = lower value | activity score (negative = inhibition), % at 10 µM | 0.038% of 300,000 active | AID 2097;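 active = more than half of replicate wells score below -50%, meaning over 50% inhibition versus plate controls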;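 also: 0% = median DMSO wells and -100% = median GW8510 positive control wells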
Target sequence (P49841 whole entry, looked up): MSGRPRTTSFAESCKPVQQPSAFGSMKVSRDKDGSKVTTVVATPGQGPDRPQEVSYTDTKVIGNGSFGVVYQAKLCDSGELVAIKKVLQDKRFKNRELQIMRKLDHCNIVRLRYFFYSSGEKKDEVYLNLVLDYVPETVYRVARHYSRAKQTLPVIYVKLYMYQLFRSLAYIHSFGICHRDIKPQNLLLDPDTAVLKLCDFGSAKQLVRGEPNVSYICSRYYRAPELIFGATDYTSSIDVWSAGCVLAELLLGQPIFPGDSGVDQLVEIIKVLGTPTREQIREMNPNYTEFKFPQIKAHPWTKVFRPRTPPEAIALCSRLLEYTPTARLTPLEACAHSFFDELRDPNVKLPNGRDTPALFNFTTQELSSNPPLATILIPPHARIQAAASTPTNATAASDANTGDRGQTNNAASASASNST
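Test system: GST-tagged human GSK3beta kinase, cell-free; evaluation: activity score scaled between in-plate DMSO and GW8510 controls; measured by: ADP-Glo luminescence; incubation: 60 min reaction, RT; benchmarks: DMSO and 20 µM GW8510; reagent: peptide substrate plus 25 µM ATP (final); medium: Tris/MgCl2 kinase buffer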
DYRK1A inh: blocks rat Dyrk1A kinase activity. ADP-Glo luminescence, NFATc1 peptide. 0.43% of 310,000 active. inhibition, % at 12.5 µM; in the data active = inhibition above about 50%;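 also: plate controls were vehicle with enzyme for no effect and no enzyme for full effect; many of its hits are not listed in these tables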
KCNQ1 act: potentiates or activates the human KCNQ1 potassium channel. P51787. CHO-K1 KCNQ1, thallium flux FluxOR fluorescence; stronger effect = higher value. B-score at 10 µM. 0.35% of 310,000 active;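 active = fluorescence ratio B-score, a plate-corrected score, at least three library SD, with initial intensity B-score within 5 SD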
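Test system: CHO-K1 cells stably expressing KCNQ1 / Medium: assay buffer / Also added: depolarizing K+/Tl+ stimulus, K2SO4 and Tl2SO4 each 12.5 mM in 5x stock / Incubation: 90 min dye loading and 20 min compound exposure, both at room temperature / Signal: thallium influx via FluxOR fluorescence, kinetic imaging / Evaluation: B score of baseline-normalized fluorescence ratio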
* = called active by the depositor; i = inactive; . = no result given.

SMILES	KCNQ1 inh	RGS4 inh	PolyA inhibitor	GSK3 alpha inh	RGS4 pot	KCNK9 inh	hERG rescue	KCNK3 block	GSK3B inh	DYRK1A inh	KCNQ1 act
CC12CCC(C(=O)Nc3ncc([N+](=O)[O-])s3)(OC1=O)C2(C)C (stereo not given)	i	i	i	7	i	i	-12	i	-5	4	i
Cc1ccc(C(=O)OCC(=O)Nc2c(Cl)cc(S(N)(=O)=O)cc2Cl)o1	i	i	i	-2	i	i	-15	i	1	-10	i
CNC(=O)c1ccc(N(Cc2ccccc2)S(C)(=O)=O)cc1	i	i	i	2	i	i	-3	i	1	0	i
O=C(c1ccc2c(=O)n(Cc3ccccc3)c(=S)[nH]c2c1)N1CCOCC1	i	i	i	-3	i	i	-10	i	.	6	i
CCOc1ccc2nc(SCC(=O)NNC(=O)c3ccco3)c(C)cc2c1	i	i	i	1	i	i	1	i	0	-1	i
O=C(OC(C(=O)NCC1CCCO1)c1ccc(F)cc1)c1ccco1 (stereo not given)	i	i	i	1	i	i	-5	i	2	-4	i
CN(C(=O)c1cc2n(n1)C(C(F)(F)F)CC(c1ccco1)N2)c1ccc(OC(F)(F)F)cc1 (stereo not given)	i	i	i	-1	i	i	-6	i	2	-1	i
O=C(NC(Cc1ccccc1)C(=O)O)/C(=C/c1ccccc1)NC(=O)c1ccco1 (stereo not given)	i	i	i	-2	i	i	-9	i	.	1	i
CC(OC(=O)C1=NNC(=O)CC1)C(=O)Nc1ncc(Cl)cc1Cl (stereo not given)	i	i	i	-1	i	i	-13	i	-1	20	i
CN(C)/C=C(/C(=O)c1ccc(Cl)c(Cl)c1)S(C)(=O)=O	i	i	i	-2	i	i	-10	i	3	-2	i
COc1ccc(OC)c(N(CC(=O)NC2CC2)S(=O)(=O)c2ccc(C)cc2)c1	i	i	i	-2	i	i	-13	i	-3	2	i
O=C(CCC1CCCN(C(=O)c2cccs2)C1)N1CCN(c2ccccn2)CC1 (stereo not given)	i	i	i	0	i	i	-2	i	2	-7	i
C=CCN1C(=O)c2ccc(C(=O)N(C)Cc3ccc(C)o3)cc2C1=O	i	i	i	-1	i	i	-6	i	-2	11	i
COC(=O)CCN(C(=O)C12CC3CC(CC(C3)C1)C2)c1ccccn1	i	i	i	-2	i	i	-3	i	2	3	i
CN(C)S(=O)(=O)c1cccc(NC(=S)N/N=C/c2ccc(O)c(O)c2O)c1	i	i	i	.	i	i	-17	i	-5	2	i
CC(C)CC(C(=O)Nc1ccccc1)N1C(=O)C2C3C=CC(C3)C2C1=O (stereo not given)	i	i	i	-1	i	i	-4	i	2	-1	i
COC(=O)c1cc(-c2ccc(C)o2)nc2ccccc12	i	i	i	-1	i	i	-15	i	-9	5	i
CC(=O)Nc1ccc(NC(=O)CCN2C(=O)c3ccccc3C2=O)cc1	i	i	i	-5	i	i	-8	i	0	5	i
CCOC(=O)c1cc(NC(=O)Nc2ccccn2)c(C)nc1C	i	i	i	-1	i	i	-5	i	2	10	i
O=C1CC(C(=O)N2CCN(c3ccccc3O)CC2)CN1Cc1ccccc1 (stereo not given)	i	i	i	0	i	i	-5	i	-1	12	i
O=C(Nc1ccnn1C1CCN(Cc2ccn[nH]2)CC1)c1ccccc1	i	i	i	-1	i	i	-4	i	2	0	i
COc1cc(C=O)ccc1OCCSc1ccc(Cl)cc1	i	i	i	-2	i	i	-9	i	3	5	i
Cc1cc(C)c2cc(C(=O)N3CCC(N4CCCCC4)CC3)[nH]c2c1	i	i	i	1	i	i	-5	i	0	12	i
Cc1cc([N+](=O)[O-])ccc1N	.	.	i	1	.	.	.	i	-4	-5	.
Cc1ccc(NC(=O)COC(=O)Cc2cccs2)c(Br)c1	i	i	i	-2	i	i	-12	i	4	-1	i
O=C(Nc1ccccc1)O/N=C/c1ccccc1Cl	i	i	i	0	i	i	-2	i	1	.	i
CCOC(=O)c1c(NC(C)=O)sc2c1CCC(C=NCCCN(CC)CC)=C2Sc1ccccc1	i	i	i	1	i	-7.2*	-8	-9.6*	-1	8	i
Cc1c(S(=O)(=O)N2CCN(c3ccc(F)cc3)CC2)c(=O)n(C)c(=O)n1C	i	i	i	-1	i	i	-8	i	-1	11	i
COCCCNC(=O)CCc1nc(-c2ccccc2Cl)no1	i	i	i	-2	i	i	-5	i	-2	-12	i
Cn1c(=O)c2c(nc(NCc3cccnc3)n2Cc2ccc(Cl)cc2)n(C)c1=O	i	i	i	-3	i	i	-5	i	1	-9	i
N/C(=N\NC(=O)Nc1ccc(Cl)cc1)c1ccccn1	i	i	i	3	i	i	-8	i	1	.	i
NNC(=O)CCCCCCCCCCOCCCCO	i	i	i	2	i	i	-6	i	-2	.	i
CC(=O)Nc1ccc(NC(=O)CCCn2cnc3ccccc3c2=O)cc1	i	i	i	-1	i	i	-6	i	-4	7	i
COC(=O)c1ccccc1NC(=O)CSc1nnc(C(CO)NC(=O)c2ccccc2)n1C (stereo not given)	i	i	i	0	i	i	-6	i	-3	-118	i
O=C(NCc1ccon1)C1CCC(=O)N(CCc2ccc(Cl)cc2)C1 (stereo not given)	i	i	i	-2	i	i	-3	i	0	3	i
CN(Cc1ccc(F)cc1)C(=O)COc1ccccc1-c1ccccc1	i	i	i	13	i	i	-3	i	2	-3	i
O=C(NCCCN1CCOCC1)c1sc2cc(F)ccc2c1Cl	i	i	i	-1	i	i	-4	i	0	10	i
COc1ccc(CCNC(=O)CN(Cc2ccc(Cl)cc2)S(C)(=O)=O)cc1OC	i	i	i	0	i	i	-2	i	-2	-3	i
Cc1ccc(C(C)C)c(OCc2nn(CC(=O)c3ccc(Cl)cc3)c3[n+]2CCCCC3)c1	i	i	i	12	-7.4*	i	3	i	-15	0	i
COc1cccc(C(=O)Nc2cc(C)ccc2NC(=O)COc2ccccc2)c1	i	i	i	6	i	i	-7	i	1	-3	i
CCCN(CC(=O)Nc1ccc(Cl)cc1Cl)C(=O)CC(NC(C)=O)c1ccccc1 (stereo not given)	i	i	i	.	i	i	-6	i	0	-3	i
Cc1ccc(/C=C(/C#N)c2nc(CCN3C(=O)c4ccccc4C3=O)cs2)cc1	i	i	i	-1	i	i	-18	i	2	0	i
CC(=O)N1CCCc2cc(S(=O)(=O)NCc3ccc(C)cc3)ccc21	i	i	i	-1	i	i	0	i	3	-4	i
COc1ccc(CNc2nc(-c3cccnc3)nn2C(=O)c2ccco2)cc1	i	i	i	-3	i	i	-1	i	0	.	i
CN1C(=O)c2cccc3c(N(C)C)ccc(c23)C1=O	6*	i	i	1	i	i	-16	i	-1	18	i
O=C(N/N=C/C1CCCCC1)c1ccccn1	i	i	i	1	i	i	-9	i	-5	-1	i
Cc1ccc2c(c1)nnc1nnc(SCC(=O)O)n12	i	i	i	-1	i	i	2	i	4	.	i
OCc1ccc(OCCCOc2cccc3cccnc23)cc1	i	i	i	-1	i	i	-4	i	4	-2	i
CCOC(=O)c1cn2nc(Oc3ccc(C#N)cc3)ccc2n1	i	i	i	-1	i	i	-9	i	-3	.	i
COc1cc(/C=N/N2C(=O)C3C4C=CC(CC4)C3C2=O)ccc1O (stereo not given)	i	i	i	-2	i	i	-12	i	-1	0	i

(list continues)
SMILES	KCNQ1 inh	RGS4 inh	PolyA inhibitor	GSK3 alpha inh	RGS4 pot	KCNK9 inh	hERG rescue	KCNK3 block	GSK3B inh	DYRK1A inh	KCNQ1 act
CC(C)NC(=S)NC1(C)CCS(=O)(=O)C1 (stereo not given)	i	i	i	1	i	i	-5	i	0	7	i
O=C(N/C(=C\c1ccc(Cl)cc1)C(=O)N1CCOCC1)c1ccc([N+](=O)[O-])cc1	i	i	i	2	i	i	-14	i	2	1	i
C=CCOc1cccc(C2C(C(=O)c3cccs3)=C(O)C(=O)N2Cc2cccnc2)c1 (stereo not given)	i	i	i	-3	i	i	-14	i	0	.	i
CC(NC(=O)Nc1ccc(Cl)cc1)C(c1cccs1)N1CCOCC1 (stereo not given)	i	i	i	0	i	i	-10	i	-1	0	i
COc1ccc(NC(=O)N2CCN(c3nc(-c4cccc(OC)c4)cs3)CC2)cc1	i	i	i	-1	-7*	i	-8	i	0	2	i
O=C(CNC(=O)c1ccccc1)OCc1cc(=O)n2cc(Br)ccc2n1	i	i	i	14	i	i	-10	i	1	3	i
Cn1c(N)c(C(=O)CSc2nnc(-c3ccccc3F)n2C2CC2)c(=O)n(C)c1=O	i	i	i	-1	i	i	-7	i	0	.	i
CC(=O)c1cnc2ncnn2c1C	i	i	i	0	i	i	-9	i	0	0	i
Cc1ccc(NC(=O)CSc2nnc(CNC(=O)C34CC5CC(CC(C5)C3)C4)n2-c2ccc(F)cc2)cc1	i	i	i	-1	i	i	-8	i	0	-6	i
Cc1ccc(Cl)c2c(N=Nc3ccccc3)c(O)[nH]c12	6*	i	i	0	i	i	-5	i	-24	-1	i
COP(=O)(OC)C(Nc1ccc([N+](=O)[O-])cc1)c1ccccc1 (stereo not given)	i	i	i	1	i	i	-7	i	2	5	i
COc1ccc(/C=C/C(=O)c2cc(F)ccc2OC(=O)c2ccc(OC)c(OC)c2)cc1OC	i	i	i	-3	i	i	-26	i	-1	-6	i
Cc1ccc(Cn2nc3c(cc2=O)CCc2ccccc2-3)cc1	i	i	i	-3	i	i	-6	i	1	5	i
Cc1cc(C(=O)NC2CC(C)(C)Cc3c2cnn3-c2cccc(F)c2)n(C)n1 (stereo not given)	i	i	i	-3	i	i	-5	i	-6	0	i
COc1ccccc1N1CCN(C(=O)C(C)N(c2ccc(C)cc2)S(C)(=O)=O)CC1 (stereo not given)	i	i	i	-3	i	i	-6	i	-1	.	i
O=C(COc1ccccc1Br)Nc1ccccc1C(F)(F)F	i	i	i	-1	i	i	-8	i	2	-1	i
CCN(CC)CCCNC(=O)C1CCN(c2ncnc3c2sc2cccc(F)c23)CC1	i	i	i	7	i	i	-14	i	-2	33	i
c1cncc(Cc2cc3ccccc3[nH]2)c1	i	i	i	-2	i	i	-1	i	4	-5	i

High-throughput results as filed in PubChem BioAssay.

An excerpt, so the mix of outcomes need not match the whole.
